ADAM10 inh = inhibits human ADAM10; 370,000 compounds, 0.62% hits; inhibition, % at 7 µM; recombinant ADAM10, EDANS/DABCYL FRET peptide cleavage, 3 h;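 active = inhibition above a per-campaign cutoff equal to the mean of compounds falling between control-based bounds plus 3 SD, cut at about 20% in these data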;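 note: 0% = DMSO wells while the 100% control is not disclosed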
Target sequence (O14672 214-748 limits assumed): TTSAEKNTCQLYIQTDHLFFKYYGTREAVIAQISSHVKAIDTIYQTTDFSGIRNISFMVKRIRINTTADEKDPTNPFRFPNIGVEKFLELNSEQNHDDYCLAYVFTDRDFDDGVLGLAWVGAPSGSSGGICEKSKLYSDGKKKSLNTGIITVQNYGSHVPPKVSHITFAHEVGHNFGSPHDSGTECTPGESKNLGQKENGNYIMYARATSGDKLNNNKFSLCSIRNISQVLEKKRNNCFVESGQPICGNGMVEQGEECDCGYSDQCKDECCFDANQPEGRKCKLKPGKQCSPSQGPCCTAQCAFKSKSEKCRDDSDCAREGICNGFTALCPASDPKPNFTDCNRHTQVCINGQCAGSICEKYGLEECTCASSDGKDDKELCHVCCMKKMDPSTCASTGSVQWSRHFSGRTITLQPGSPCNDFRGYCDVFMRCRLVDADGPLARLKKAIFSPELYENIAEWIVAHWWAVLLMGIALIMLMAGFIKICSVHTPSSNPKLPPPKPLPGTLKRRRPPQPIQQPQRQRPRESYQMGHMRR
rCAG RNA binder = molecules binding r(CAG) RNA repeats; r(CAG) RNA repeat, TO-PRO-1 dye displacement fluorescence; inhibition, % at 3 µM; 370,000 compounds, 1.3% hits; AID 651821;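 active = inhibition above the plate cutoff, the mean of all test compounds on that plate plus 3 SD, cut at about 35% in these data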;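 note: 0% = DMSO alone and 100% = 100 µM mitoxantrone as full dye displacement; higher means more dye released from RNA so lower well fluorescence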
NPR2 activator = GC-B (human) receptor activation. P20594. HEK293-GC-B cells, CNP EC30, cGMP TR-FRET; 0% at EC30 CNP, 100% saturating CNP. activation, % at 10 µM. 370,000 compounds, 0.11% hits. AID 1920062;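 active = activation at 10 µM reaching about 35% in either raw or pattern-adjusted values, limit read from the data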
GAA850 FXN act = frataxin GAA850 promoter activation; 360,000 compounds, 0.56% hits; HEK293 lucGAA850 FXN promoter luciferase reporter, 24 h; percent of 10 µM SAHA response; AID 540364; activation, % at 6 µM;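 active = activation above the average of all compounds screened plus 3 SD, cutoff fixed separately per campaign, cut at about 7.5% in these data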;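 note: 0% = DMSO wells and 100% = 10 µM SAHA wells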
sPLA2-III inh = Inhibits HGIII-sPLA2 liposome hydrolysis, primary screen; Q9NZ20; inhibition, % at 12.2 µM; 370,000 compounds, 0.56% hits; AID 743126; QFRET BODIPY PC-A2 liposome hydrolysis, fluorescence;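 active = inhibition above mean plus 3 SD of compounds lying within the high and low control bounds, cut at about 19% in these data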;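 note: 0% = median of test compound wells and 100% = no enzyme DMSO wells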
DDE Tn6 FP inh = inhibitors of Tn6 peptide binding to human fibrin DD(E); AID 720509; Fibrin DD(E) TRITC-Tn6 fluorescence polarization displacement; inhibition, % at 8.3 µM; 370,000 compounds, 0.21% hits; P02675;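 active = inhibition above a per-campaign cutoff: mean of compounds within control limits plus 3 SD, cut at about 15% in these data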;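 note: 0% = median of all compound wells on the plate and 100% = blocking peptide control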
ASAP1 GAP inh = blocks human ASAP1-stimulated Arf1 GTP hydrolysis. 360,000 compounds, 0.19% hits. inhibition, % at 16.5 µM. Q9ULH1. GDP FP detection. AID 624377; in the data active = inhibition above about 25%;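 note: 0% = vehicle with enzyme and substrate and 100% = no enzyme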
ARFGAP1 inhibitor = inhibitors of rat ARFGAP1. Q62848. AID 651572. inhibition, % at 16.5 µM. 360,000 compounds, 0.26% hits. Arfgap1-stimulated ARF1 GTP hydrolysis, GDP FP detection;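 active = inhibition above a per-plate limit, mean inhibition of low control wells plus 3 SD, cut at about 25% in these data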;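 note: 0% = DMSO wells with enzyme and 100% = wells lacking Arfgap1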
Target sequence (Q62848 1-136 limits assumed): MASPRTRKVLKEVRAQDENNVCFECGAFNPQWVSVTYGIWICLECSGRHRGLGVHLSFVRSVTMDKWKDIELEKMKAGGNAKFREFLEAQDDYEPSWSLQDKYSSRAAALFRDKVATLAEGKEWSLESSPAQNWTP
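System: truncated rat Arfgap1 GAP domain / Benchmarks: high control wells lacking Arfgap1, low control full reaction with DMSO / Times: compound-enzyme preincubation 20 min, reaction 120 min, detection 60 min, 25 °C / Repeats: one replicate per compound / Also added: human ARF1(Δ1-17)-GTP substrate / Measured by: Tracer-displacement fluorescence polarization with EDTA stop, 620/688 nm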
GC-A act = GC-A (human) enzyme activation; HEK293 GC-A cells, cGMP TR-FRET, EC30 ANP; 0% at EC30 ANP, 100% saturating ANP; 370,000 compounds, 0.14% hits; activation, % at 10 µM; P16066; AID 1671463; in the data active = activation above about 40%
proKLK7 act = proKLK7 (human) activation, primary screen | purified proKLK7, EDANS-DABCYL substrate fluorescence; 100% is mature enzyme control, 0% vehicle | P49862 | AID 652039 | 370,000 compounds, 0.9% hits | activation, % at 7 µM;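 active = activation above the mean of all tested compounds plus 3 SD, computed per campaign excluding outliers beyond control limits, cut at about 13% in these data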
Target sequence (P49862 whole entry, looked up): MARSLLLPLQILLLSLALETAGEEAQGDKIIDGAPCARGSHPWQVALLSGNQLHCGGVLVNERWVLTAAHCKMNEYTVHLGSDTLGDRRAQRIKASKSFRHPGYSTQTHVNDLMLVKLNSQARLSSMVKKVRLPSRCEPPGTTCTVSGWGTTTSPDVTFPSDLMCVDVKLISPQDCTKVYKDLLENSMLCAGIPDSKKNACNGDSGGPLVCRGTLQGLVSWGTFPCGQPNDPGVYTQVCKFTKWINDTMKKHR
Active calls of the source: *; / = not tested or not shown.

Sequence of screens – ADAM10 inh	rCAG RNA binder	NPR2 activator	GAA850 FXN act	sPLA2-III inh	DDE Tn6 FP inh	ASAP1 GAP inh	ARFGAP1 inhibitor	GC-A act	proKLK7 act
(1) COc1ccc(C(=O)NNC(=O)C(NC(=O)c2ccccc2NC(=O)c2ccco2)C(C)C)cc1 (configuration not stated)
  -7	7	2	0.5	-3	-8	-5	15	-3	-6.4
(2) COc1cccc(-c2cnc3c(NC=O)cc(-c4ccc(N5CCN(C)CC5)cc4)cn23)c1
  -20	9	2	8.8*	-9	-5	36*	18	-2	0.1
(3) O=c1cc(COc2ncnc3ccccc23)nc2sccn12
  -15	1	5	0.5	9	8	-15	-14	-2	-0.1
(4) O=C(N1CCCCC1)N1CCCN(C(=O)N2CCCCC2)CC1
  4	-6	4	0.5	-2	-3	4	-1	3	0.2
(5) Cn1ccnc1C(O)c1ccccc1 (configuration not stated)
  2	-2	-3	-0.1	5	0	-6	7	1	0.2
(6) COc1ccccc1/C=C/C1NC(=O)NC(C)=C1C(=O)OC(C)C (configuration not stated)
  -6	-8	1	-0.5	0	7	7	9	-13	-0.6
(7) Cc1ccc(S(=O)(=O)CCC(=O)OCCOc2cccc(Br)c2)cc1
  9	-1	-5	0.9	-15	15*	-3	-5	-2	1.0
(8) Cc1ccc(CNCCNCCO)s1
  4	-1	5	-1.1	4	-5	3	3	-1	0.6
(9) Cc1cc(C)c(C#N)c(SCc2nc3ccccc3c(=O)[nH]2)n1
  -5	-2	15	7.6	2	-8	4	3	16	0.2
(10) O=[N+]([O-])c1cc(Oc2cccnc2)cc([N+](=O)[O-])c1
  -4	-2	2	3.6	-1	2	-19	10	2	0.1
(11) O=C(NCCc1ccc(Cl)cc1)C12CC3CC(CC(O)(C3)C1)C2
  -11	-4	0	0.9	-1	8	8	10	-2	-0.4
(12) O=C(NCCc1ccccc1)OCc1cn(Cc2ccccc2C(F)(F)F)nn1
  1	-2	7	/	-4	6	/	/	2	0.3
(13) CCn1c(O)c(N=Nc2ccc(Cl)c(C(=O)O)c2)c2ccccc21
  5	32	-4	4.0	-8	3	5	-8	3	-0.4
(14) Cc1ccc(S(=O)(=O)N2CCOCC2)cc1C(=O)N1CCCC1
  3	-3	-1	-2.1	-5	2	0	2	3	-0.2
(15) C[C@H](CO)N1C[C@H](C)[C@@H](CN(C)Cc2ccncc2)Oc2c(NS(=O)(=O)c3cn(C)cn3)cccc2C1=O
  -4	2	3	0.4	0	-4	-1	-8	1	-0.1
(16) CCCCC1=CC2=CC(=O)C(C)(OC(=O)CC)C(=O)C2=CN1Cc1ccc2c(c1)OCO2 (configuration not stated)
  -63	11	4	4.9	-13	6	3	-4	6	-3.0
(17) O=C(NN=Cc1ccco1)C(=O)Nc1ccc(Cl)c([N+](=O)[O-])c1
  9	6	-9	/	3	-8	3	-14	-2	0.0
(18) Cc1cc(S(=O)(=O)NCc2ccc(N3CCN(C)CC3)cc2)c(C)s1
  5	-7	-4	-2.6	6	4	-8	-3	3	-0.4
(19) CCN(CC)C(=O)CSc1nc2cccnc2n1-c1ccccc1OC
  0	1	-7	0.1	-2	2	-5	-7	0	0.5
(20) O=[N+]([O-])c1ccc(COc2cccc(CNc3ccc(F)cc3)c2)cc1
  12	5	0	-0.9	7	0	-18	4	0	0.2
(21) C=CCNC(=S)Nc1c(C(=O)OC)[nH]c2cc(OC)ccc12
  -3	2	36*	1.3	-10	1	-5	-3	20	-4.1
(22) O=C(O)C1CCCCC1C(=O)Nc1cccc(C(=O)N2CCCCC2)c1 (configuration not stated)
  1	0	13	0.3	-2	4	-12	-15	1	-0.5
(23) Cc1ccc2oc(-c3ccco3)nc2c1
  -5	0	-9	2.7	-2	7	-12	-8	-1	-1.2
(24) O=C(c1ccc(S(=O)(=O)Nc2cccc(C(F)(F)F)c2)cc1)N1CCN(c2ccccc2O)CC1
  14	19	0	2.6	-39	-1	-11	-4	-4	1.1
(25) Cc1ccccc1C1CCC2(CCC(=O)N2CC[C@@H](O)c2ccccc2)CC1 (some centres not stated)
  -4	/	-5	/	-1	7	/	/	-4	/
(26) CCNC(=O)C1(C)CCN(C(=O)c2cc(F)cc(F)c2)C1 (configuration not stated)
  -6	0	3	-1.2	10	-2	6	-3	1	-0.1
(27) COc1ccc(CC(=O)N(Cc2cc3cc(OC)ccc3[nH]c2=O)C(C)C)cc1
  -152	-4	-4	-2.1	-7	0	7	3	-1	0.5
(28) O=C(NC1CCCc2ccccc21)c1ccccc1Br (configuration not stated)
  9	1	3	-0.9	6	1	3	12	3	0.7
(29) CCN(C1CCCCC1)S(=O)(=O)CCNC(=O)c1ccc2c(c1)OCO2
  -6	-6	-3	-2.8	-1	1	-9	8	2	-0.6
(30) CCCNC(=O)c1ccccc1NC(=O)CSCc1ccc(OC)cc1
  6	-1	0	-1.1	4	10	9	8	0	-0.2

Among those listed so far, 2 contain a thiophene ring, fused or not:
Sequence of screens – ADAM10 inh	rCAG RNA binder	NPR2 activator	GAA850 FXN act	sPLA2-III inh	DDE Tn6 FP inh	ASAP1 GAP inh	ARFGAP1 inhibitor	GC-A act	proKLK7 act
(8) Cc1ccc(CNCCNCCO)s1
  4	-1	5	-1.1	4	-5	3	3	-1	0.6
(18) Cc1cc(S(=O)(=O)NCc2ccc(N3CCN(C)CC3)cc2)c(C)s1
  5	-7	-4	-2.6	6	4	-8	-3	3	-0.4

Continued.
Sequence of screens – ADAM10 inh	rCAG RNA binder	NPR2 activator	GAA850 FXN act	sPLA2-III inh	DDE Tn6 FP inh	ASAP1 GAP inh	ARFGAP1 inhibitor	GC-A act	proKLK7 act
(31) Cc1nnc(NC(=O)COc2ccccc2)s1
  1	2	2	3.0	-2	-1	-8	-5	-1	-0.1
(32) Cc1cc(=O)c2ccccc2s1
  9	1	1	-0.5	7	0	-7	1	-2	0.1
(33) Cc1ccc(NC(=O)C2(C)CCN2C(=O)C2CCCCC2)cc1C (configuration not stated)
  2	-1	-5	0.8	-2	-2	10	-1	-1	0.1
(34) COc1cc2ccccc2ccc1=NO
  -4	4	3	-8.6	4	3	11	-3	5	-0.3
(35) CCCCOc1ccc(C(=O)NCC(=O)N2CCN(C/C=C/c3ccccc3)CC2)cc1
  6	2	2	-0.8	-17	-3	-10	-3	-1	0.7
(36) Cc1nc(N)c(C#N)c(-c2ccc3c(c2)OCO3)c1C
  -37	-5	2	4.6	12	10	-3	-5	1	0.5
(37) Cc1c(C(=O)N2CCN(CC(=O)Nc3ccccc3Cl)CC2)oc2ccc(Br)cc12
  -14	2	-7	1.6	4	-5	-6	-4	-8	-0.7
(38) C=CCN1CCN(C(CCC)c2nnnn2Cc2ccco2)CC1 (configuration not stated)
  -8	-4	-6	2.2	-4	5	-5	13	-4	-0.6
(39) CCCCNC(=O)C[C@@H]1C[C@@]2(C(=O)OCC)CCC=C2N(Cc2ccco2)C1=O
  -20	3	1	/	-1	4	4	-1	0	0.7
(40) C=CCC[C@@H](Cc1ccc(F)cc1)C(=O)OC[C@@H]1CCCN1C(=O)[C@H](CC=C)CC(=O)N[C@H](CO)Cc1ccccc1
  27*	-7	-6	-1.7	-50	1	-9	9	3	0.6
(41) Cc1cccc(C)c1NC(=O)CNC(=O)c1ccc2c(c1)NC(=O)CS2
  -10	2	3	-0.9	2	4	-2	2	2	-0.5
(42) CCCc1ccc(S(=O)(=O)N2CCN(Cc3ccco3)CC2)cc1
  -9	-8	4	0.8	-5	-6	1	-5	3	0.2
(43) N#C/C(=C\c1cccc([N+](=O)[O-])c1)C(=O)NCC1CCCO1 (configuration not stated)
  2	3	-2	0.3	3	-1	-6	-17	3	0.0
(44) COc1ccc(C(=O)O)cc1NCc1ccc(C)s1
  -11	3	4	0.1	2	-2	-10	-9	2	0.5
(45) NC(=O)C1(c2ccccc2)CCCN1C(=O)c1ccccc1Br (configuration not stated)
  1	-4	4	-0.2	-4	-3	1	-3	0	-0.4
(46) CSCCC(NC(=O)c1cccc(C)c1)C(=O)OCC(=O)NC(=O)c1cccn1C (configuration not stated)
  -6	6	1	1.6	5	4	1	5	0	0.4
(47) C=CCNc1nc(Nc2ccc(OC)cc2)nc(OCC)n1
  7	-2	-2	-0.4	2	-7	-11	5	2	0.1
(48) C=CCn1c(Oc2ccccc2)nc2c1c(=O)n(C)c(=O)n2C
  -11	1	-3	2.6	12	-5	-6	9	1	0.0
(49) Cc1ccccc1-n1nc(C(=O)O)c(C)c(C#N)c1=O
  -21	4	2	0.6	3	4	-1	6	5	-0.1
(50) CC(C)(C)c1ccc(S(=O)(=O)N2C=CC(C(F)(F)F)=NCC2)cc1
  17	3	-4	0.6	-5	-2	-22	19	10	-0.7
(51) O=C(NCCNc1ccc([N+](=O)[O-])cc1)c1ccc(Cl)cc1
  15	1	-4	-0.3	-4	-4	6	-12	-10	-0.6
(52) Cc1cccc(NC(=O)COC(=O)c2cc3ccccc3oc2=O)c1
  -5	-2	0	0.3	1	4	-9	1	-3	-1.0
(53) CCC(C)(C(=O)NC1CCCC1)N(C)C(=O)Cc1c[nH]c2ccccc12 (configuration not stated)
  1	-5	2	-0.1	-22	2	-3	4	-2	0.4
(54) Cc1ccc(-c2noc(CNC(=O)c3ccoc3C)n2)cc1
  9	5	-2	2.7	-7	4	7	-3	1	-0.8
(55) CC(=O)Nc1ccc(OCC(O)Cn2c(C)nc3ccccc32)cc1 (configuration not stated)
  -1	-3	-2	0.2	7	-6	4	-8	2	-0.1
(56) CC1CCCCN1c1nc(-c2ccncc2)nc2ccccc12 (configuration not stated)
  -1	2	-24	2.4	0	9	8	8	-26	-0.6
(57) O=C(NCC(=O)N1CCN(C(c2ccccc2)c2ccccc2)CC1)c1ccccc1Br
  14	0	2	-1.8	-5	-3	2	-8	-4	0.5
(58) COc1ccc(NC(=O)c2cn(-c3ccccc3)nc2SC)cc1
  17	6	-2	0.1	-24	-7	8	25*	1	0.1
(59) CN(CC(=O)Nc1ccccc1F)CC(=O)Nc1ccc(F)c(F)c1F
  1	-7	-1	-0.5	-4	-2	11	1	-1	-0.2
(60) COc1ccc(CCNCC(O)COc2c(C)cccc2C)cc1OC (configuration not stated)
  4	-4	-3	-0.1	-6	-7	2	0	-8	0.4
(61) CC1CCN(Cc2nnnn2CCCC(=O)N(C)C(C)c2ccccn2)CC1 (configuration not stated)
  -3	-5	2	1.7	-1	3	-10	-23	1	0.3
(62) O=S(=O)(c1ccc(-c2n[nH]c(=S)o2)cc1)N1CCCCC1
  -6	3	-5	2.1	12	0	-6	6	-3	-0.7
(63) CC1(C)C(=O)Nc2ccccc2N1C(=O)COC(=O)CSc1ccc(Cl)cc1
  -10	3	-6	1.0	2	-4	10	7	3	0.7
(64) Cc1nnsc1C(=O)NC1CCCc2c1cnn2-c1ccc(F)cc1F (configuration not stated)
  -7	-5	-1	-5.0	5	4	4	5	4	-0.8
(65) O=C(COC(=O)/C=C/c1cccs1)Nc1nc(-c2cccc(Br)c2)cs1
  4	9	1	2.1	-7	-2	-6	2	0	-3.5
(66) COc1ccc(CC(C)Nc2ccccc2F)cc1 (configuration not stated)
  -3	-7	-3	0.8	0	0	-20	-5	1	0.9
(67) Cc1ccc(Oc2ccccc2NC(=O)CSCC(=O)Nc2cc(C)on2)cc1
  -7	-3	0	-4.0	3	11	-5	-4	-3	-0.2

Bioassay records (PubChem BioAssay)

Compounds as they come; about 4.5% have a hit in one of these screens.
